PTAP-TSG101 blk – qHTS Validation Assay for Inhibitors of HIV-1 Budding by Blocking the Interaction of PTAP/TSG101: Sytravon Library Screen; Fluorescence polarization, FITC-PTAP peptide/Tsg101, 20 min; Potency, µM (series often up to 115 µM), for inactives: at the highest dose activity change, negative = inhibition, hits mostly inhibitors; 44,000 tested, under 10 active; AID 1347069, 2019; further: potency means the concentration at half of the fitted maximal effect; 0% is about no effect
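Read-out is FITC fluorescence polarization. Compounds were added to Tsg101 binding domain (10 uM final), then FITC-PTAP peptide (50 nM final), 20 min at r.t. Total S+P intensity flags fluorescent compounds.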
NTMT1 inh – Primary qHTS for Inhibitors of N-terminal methyltransferase 1 (NTMT1): MTaseGlo Assay; NTMT1 MTase-Glo SAH luminescence, purified enzyme; 59,000 tested, 2.5% active; AID 1645870, 2021; Potency, µM (top dose mostly 114 µM), inactives show at the highest dose activity change, negative = inhibition, actives largely listed as inhibitors;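 further: potency means the concentration at half of the fitted maximal effect; plate controls were DMSO vehicle for no effect and no enzyme for full effect; nearly all actives have a fitted effect of over 65% in size; many of its hits are not listed in these tables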
Target sequence (Q9BV86 whole entry, looked up): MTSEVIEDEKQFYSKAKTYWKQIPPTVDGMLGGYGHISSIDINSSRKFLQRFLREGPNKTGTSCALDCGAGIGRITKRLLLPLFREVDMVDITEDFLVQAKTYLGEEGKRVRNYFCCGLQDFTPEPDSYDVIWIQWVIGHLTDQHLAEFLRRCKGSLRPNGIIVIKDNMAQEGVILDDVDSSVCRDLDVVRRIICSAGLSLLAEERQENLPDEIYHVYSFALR
p53null 32C tox – qHTS Screen for Compounds that Selectively Target Cancer Cells with p53 Mutations: Cytotoxicity of p53 Null Cells at the Permissive Temperature. H1299-neo p53 null cells, ATP luminescence, 24 h, 32C. Potency, µM (top dose mostly 46.1 µM), inactives show at the top dose activity change, negative = cytotoxicity, hits mostly cytotoxic. 55,000 tested, 0.62% active. AID 903, 2007;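 further: potency means the concentration at half of the fitted maximal effect; 0% = DMSO only and -100% = full killing by 100 µM tamoxifen; nearly all actives have a fitted effect of over 55% in size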
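Luminescent ATP readout gave cell viability of p53-null H1299-neo cells after a 24 h compound exposure at the permissive 32C. Titrations ran up to 46 uM, and AC50s were fitted with the standard Hill equation.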
FH mod – Identification of activators of human fumarate hydratase by quantitative high-throughput screening; Fumarate hydratase, mitochondrial (Homo sapiens), P07954; FH coupled MDH/diaphorase resazurin fluorescence, 15 min; Potency, µM (highest dose often 79.9 µM), for the others: at the highest dose activity change, negative = inhibition, most hits filed as inhibitors; 54,000 tested, 0.22% active; AID 1347055, 2019; further: potency means the concentration at half of the fitted maximal effect; on the % scale 0 is the no-effect control and ±100 the full control effect; the screen sought activators but most active calls are inhibition curves; nearly all actives have a fitted effect of over 45% in size
B2AR arrestin ag – qHTS assay of beta-arrestin-biased ligands of beta2-adrenergic receptor: NCGC Sytravon Library Screen; Potency, µM (series often up to 46.1 µM), for inactives: top-dose activation, hits mostly activators; Beta-2 adrenergic receptor (Homo sapiens), P07550; AID 1347077, 2019; HTLA Tango cells, beta-arrestin recruitment, luciferase luminescence, 18 h; 44,000 tested, under 10 active;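 further: potency means the concentration at half of the fitted maximal effect; 0% = DMSO and full agonism = EC100 isoproterenol or metaproterenol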
Target sequence (P07550 whole entry, looked up): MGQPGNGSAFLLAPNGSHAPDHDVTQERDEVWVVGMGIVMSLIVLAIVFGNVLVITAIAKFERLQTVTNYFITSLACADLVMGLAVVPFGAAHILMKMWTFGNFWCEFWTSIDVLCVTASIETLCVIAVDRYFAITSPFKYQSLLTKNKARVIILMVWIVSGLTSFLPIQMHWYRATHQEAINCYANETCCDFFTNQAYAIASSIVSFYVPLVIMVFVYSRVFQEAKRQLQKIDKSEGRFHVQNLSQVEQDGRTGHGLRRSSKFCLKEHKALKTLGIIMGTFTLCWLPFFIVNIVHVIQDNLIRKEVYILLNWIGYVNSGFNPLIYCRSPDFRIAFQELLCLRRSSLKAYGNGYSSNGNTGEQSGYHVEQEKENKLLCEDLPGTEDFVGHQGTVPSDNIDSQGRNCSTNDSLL
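First, Tango cells carrying beta2-AR and beta-arrestin fusions received compound up to 46 microM. After 18 hr at 37 degrees C, luciferase substrate was added for 15 minutes, then luminescence gave %Activity for curve fitting.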
p53null 39C tox – qHTS Screen for Compounds that Selectively Target Cancer Cells with p53 Mutations: Cytotoxicity of p53 Null Cells at the Nonpermissive Temperature. 55,000 tested, 0.97% active. H1299 p53-null (neo) cells, 39C, ATPlite viability, 24 h. Potency, µM (series often up to 46.1 µM), without a hit: at the top dose activity, negative = cell killing, usual class: cytotoxic;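 further: potency means the concentration at half of the fitted maximal effect; 0% = DMSO only and -100% = full killing by 100 µM tamoxifen; nearly all actives have a fitted effect of over 50% in size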
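H1299 lung cancer cells, p53-null (H1299-neo) or expressing p53 A138V (H1299-p53A138V), were plated overnight at 37C, then exposed to compounds at up to 46 uM for 24 hr at 39C. Viability was read by ATP-based luminescence.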
GALK inhibitor – qHTS Assay for Inhibitors of Human Galactokinase (GALK): NCGC Sytravon Library Screen | 44,000 tested, under 10 active | P51570 | Potency, µM (titrated, usually from 57.5 µM), inactives show top-dose activity, negative = inhibition, hits mostly inhibitors | recombinant GALK, Kinase-Glo ATP luminescence, 1 h;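 further: plate controls were full GALK reaction for no effect and reaction lacking GALK for full effect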
Target sequence (P51570 whole entry, looked up): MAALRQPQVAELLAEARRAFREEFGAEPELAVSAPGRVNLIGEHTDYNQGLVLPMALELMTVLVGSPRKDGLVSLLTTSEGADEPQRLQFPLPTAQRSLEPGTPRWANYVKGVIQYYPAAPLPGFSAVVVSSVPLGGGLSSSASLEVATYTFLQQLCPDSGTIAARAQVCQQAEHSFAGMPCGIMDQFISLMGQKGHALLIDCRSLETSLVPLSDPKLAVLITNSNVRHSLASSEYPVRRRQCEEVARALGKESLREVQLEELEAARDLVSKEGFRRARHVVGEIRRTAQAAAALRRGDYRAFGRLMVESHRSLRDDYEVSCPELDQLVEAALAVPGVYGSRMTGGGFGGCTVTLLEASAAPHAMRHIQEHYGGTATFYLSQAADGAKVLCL
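Reactions with and without enzyme served as controls. GALK at 5 nM phosphorylates 100 uM galactose using 35 uM ATP (HEPES pH 8.0, Mg2+) for 1 h at RT, with luminescence read 10 min after adding Kinase-Glo Plus.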
Starred values were filed as active, the others as inactive; ? = inconclusive; . = no result given; [ ] = another dose, or the depositor's remark. The call rests on the fitted dose curve; in most records, active means well fitted curve in the direction sought with a large enough effect; inconclusive means small, poorly fitted or top-dose-only effect, or another doubt; inactive means no such curve, though single readings can be large; an effect the other way counts as inactive or inconclusive. Some of the compounds tested (hit frequency here may not be typical).

1: CCc1ccc(NC(=O)Cn2c(=O)n(CCC(=O)NCCc3ccc(OC)c(OC)c3)c(=O)c3ccccc32)cc1
2: COc1ccc(CNC(=O)C2CCN(S(=O)(=O)Cc3ccccc3)CC2)cc1
3: O=C(CSc1nc(-c2cccs2)nc2cc(=O)[nH]n12)Nc1ccccc1F
4: Cc1ccc(-c2nc3c(cnn3-c3ccccc3)c(=O)n2-c2cccc(Cl)c2)cc1
5: CCCCNC(=O)CSc1nc2n[nH]c(C)c2c(=N)n1-c1cccc(C)c1
6: COc1ccc(CNC(=O)C2CCCCN2S(=O)(=O)c2ccc(F)cc2)cc1 (configuration not stated)

screen / no. | 1 | 2 | 3 | 4 | 5 | 6
PTAP-TSG101 blk | -3% | -8% | -3% | 3% | 3% | -3%
NTMT1 inh | -17% | . | ? | 25% | ? | .
p53null 32C tox | 6% | 0% | 4% | 17% | 23% | -7%
FH mod | 2% | . | 0% | -14% | -1% | .
B2AR arrestin ag | 6% | -2% | 1% | -2% | 0% | -1%
p53null 39C tox | -8% | 7% | -3% | 26% | 0% | 10%
GALK inhibitor | -1% | -1% | 0% | -1% | 1% | 0%

7: CCOC(=O)c1cccc(NC(=O)NCCc2c(C)nn(C)c2C)c1
8: CCN(CC)c1ccc(C2C(C(N)=O)=C(C)Nc3nc(SCc4ccccc4Cl)nn32)cc1 (configuration not stated)
9: CCc1ccccc1NC(=O)c1sc2nc(C)cc(COC)c2c1N
10: COc1cccc(N2CCN(C(=O)CCS(=O)(=O)c3ccc4c(c3)CC(=O)N4C)CC2)c1
11: CCC(C)NC(=O)c1cc(-c2cccc(OC)c2)on1 (configuration not stated)
12: CC(=O)Nc1nonc1-c1nnc(SCC(=O)Nc2ccc(C)cc2C)n1C

screen / no. | 7 | 8 | 9 | 10 | 11 | 12
PTAP-TSG101 blk | -2% | 26% | 0% | -4% | -4% | 1%
NTMT1 inh | -21% | 7% | -10% | 10% | . | 8%
p53null 32C tox | -8% | -5% | -10% | -10% | ? | -1%
FH mod | -7% | -3% | -21% | -2% | . | 4%
B2AR arrestin ag | -1% | 1% | 1% | -1% | -1% | -3%
p53null 39C tox | ? | -24% | 12% | -12% | ? | -8%
GALK inhibitor | -1% | 0% | 3% | -1% | -7% | -1%

13: O=C(C1CCN(S(=O)(=O)c2cccc3nonc23)CC1)N1CCN(c2ccccc2F)CC1
14: COc1ccc(-n2ncc(C(=O)NCCN3CCOCC3)c2C2CCN(C(=O)OC(C)(C)C)CC2)cc1
15: COc1ccc(C)cc1NC(=O)c1c(C)oc2ncn(CC(C)C)c(=O)c12
16: Cc1cc(C)c(NC(=O)C2CCN(c3nc4ccccc4n4cccc34)CC2)c(C)c1
17: Nc1cc(=O)nc(SCC(=O)Nc2ccc(F)cc2)n1-c1cccc(Cl)c1
18: COc1ccc(NC(=O)c2c(NC(=O)COc3ccc(Cl)cc3)sc3c2CCCCC3)cc1

screen / no. | 13 | 14 | 15 | 16 | 17 | 18
PTAP-TSG101 blk | -5% | -7% | 0% | 0% | -2% | 0%
NTMT1 inh | 15% | 13% | ? | 4% | -8% | 0%
p53null 32C tox | 3% | 5% | 8% | 14% | . | 3%
FH mod | 0% | 4% | -28% | -16% | -16% | -40%
B2AR arrestin ag | -2% | 0% | 0% | -1% | 1% | 0%
p53null 39C tox | 0% | 15% | -18% | ? | . | -14%
GALK inhibitor | -2% | 0% | 2% | 3% | 8% | 1%

19: Cc1oc(-c2ccccc2Cl)nc1Cn1c(SCc2cccc(F)c2)nc2cccnc21
20: O=C(CCCn1c(=O)c2ccccc2n(CC(=O)Nc2cccc(Cl)c2)c1=O)NCc1ccc2c(c1)OCO2
21: Cc1cn2c(=O)cc(COC(=O)c3cccc(NC(=O)c4ccc(C(C)(C)C)cc4)c3)nc2s1
22: COc1cc(C2C=C(C(=O)O)Nc3ncnn32)ccc1O (configuration not stated)
23: Cc1ccccc1C(=O)N1CCCCC1CCN1CCCCC1 (configuration not stated)
24: O=C(NCc1ccc(Cl)cc1)C1CCN(S(=O)(=O)c2ccccc2)CC1

screen / no. | 19 | 20 | 21 | 22 | 23 | 24
PTAP-TSG101 blk | 9% | 0% | -1% | 1% | 2% | -4%
NTMT1 inh | 4% | -8% | 3% | 3% | ? | -13%
p53null 32C tox | 0% | -1% | 2.5µM* | 1% | -2% | -1%
FH mod | ? | -12% | 16% | -18% | -1% | 0%
B2AR arrestin ag | 0% | 0% | 0% | 0% | -1% | -2%
p53null 39C tox | -23% | -8% | 0.79µM* | 5% | ? | -10%
GALK inhibitor | -1% | -3% | 1% | 3% | 2% | 0%

25: COc1cccc2c1cc1c(=O)n(CC(=O)N3CCN(c4cccc(C)c4C)CC3)nc(C)n12
26: O=C(CC1Sc2ccccc2NC1=O)Nc1cccc(C(F)(F)F)c1 (configuration not stated)
27: Cc1ccc(-c2nn3c(C)nnc3c3ccccc23)cc1S(=O)(=O)NC(C)(C)CO
28: O=C(Oc1ccccc1F)c1nc(SCc2ccc(F)cc2)ncc1Cl
29: COc1ccc(-c2c(C)c3ccc(O)c(CN4CCN(C)CC4)c3oc2=O)cc1OC
30: Cc1ccc2cccc(NC(=O)c3ccc(-c4ccc(Cl)cc4Cl)o3)c2n1

screen / no. | 25 | 26 | 27 | 28 | 29 | 30
PTAP-TSG101 blk | 0% | -6% | -9% | 1% | -2% | -11%
NTMT1 inh | -11% | 18% | 4% | 5% | -19% | 1%
p53null 32C tox | -9% | -14% | 8% | -2% | -5% | 3%[9.22 µM]
FH mod | -4% | -3% | -8% | -20% | 6% | -3%
B2AR arrestin ag | 1% | -2% | -1% | -1% | 0% | -2%
p53null 39C tox | 0% | 24% | -10% | 9% | -1% | -6%
GALK inhibitor | 6% | 2% | 6% | 6% | 0% | 7%

31: COc1ccc(OC)c(CCNC(=O)C2CCN(c3ncnc4c3nc3n4CCCCC3)CC2)c1
32: CCC1=C(c2ccc(C)cc2)S(=O)(=O)N=C1N1CCC(C(=O)NCCc2ccc(Cl)cc2)CC1
33: CCC(=O)N1CCc2cc(S(=O)(=O)CCC(=O)NCc3ccccc3OC)ccc21
34: COc1cccc(-c2nc(S(=O)(=O)c3ccccc3)c(N3CCCCC3)o2)c1
35: COC(=O)C(CCSC)NC(=O)c1cc2c(n(-c3ccc(Cl)cc3)c1=O)CCCC2=O (configuration not stated)
36: CC(=O)Nc1c(C)nn(-c2ccccc2)c1N1CCC(C(=O)Nc2ccccc2C(F)(F)F)CC1

screen / no. | 31 | 32 | 33 | 34 | 35 | 36
PTAP-TSG101 blk | 0% | -2% | 1% | -7% | 0% | -11%
NTMT1 inh | ? | 2% | -6% | 19% | 22% | 12%
p53null 32C tox | -1% | -26% | 8% | 8% | -2% | -19%
FH mod | 1% | -23% | -38% | -18% | -1% | 16%
B2AR arrestin ag | 0% | 6% | -1% | -2% | -1% | 1%
p53null 39C tox | 6% | 45%[activator] | 1% | 21% | -6% | -11%
GALK inhibitor | 2% | -5% | 8% | 2% | 6% | 1%

37: COc1cccc(-c2nc(SCc3cc(=O)c4cc(Cl)ccc4[nH]3)n[nH]2)c1
38: COc1ccccc1NC(=O)C1=C(C)Nc2nc(SCc3ccccc3)nn2C1c1cccc(O)c1 (configuration not stated)
39: O=C(Cn1c(=O)oc2cc(S(=O)(=O)N3CCCC3)ccc21)NCc1ccc(F)cc1
40: O=C(Nc1nc2ccc(F)cc2s1)c1nc(S(=O)(=O)Cc2ccccc2F)ncc1Cl
41: COc1ccc(C2Nc3ccccc3-n3c(-c4ccccc4)c4c(=O)n(C)c(=O)n(C)c4c32)cc1 (configuration not stated)
42: CCC(C)n1c(SCc2c(F)cccc2Cl)nc2ccsc2c1=O (configuration not stated)

screen / no. | 37 | 38 | 39 | 40 | 41 | 42
PTAP-TSG101 blk | 1% | 2% | 5% | -5% | 0% | 1%
NTMT1 inh | 7% | 2% | -8% | 8% | . | 0%
p53null 32C tox | 6% | 20% | -7% | ? | 8% | -1%
FH mod | -9% | ? | 4% | -3% | . | -16%
B2AR arrestin ag | 1% | -1% | -2% | -2% | -3% | -2%
p53null 39C tox | 3% | -12% | -8% | ? | 24% | -9%
GALK inhibitor | -1% | 2% | 0% | 3% | 0% | 3%

Six compounds drawn at random from those above, as already listed:
40: O=C(Nc1nc2ccc(F)cc2s1)c1nc(S(=O)(=O)Cc2ccccc2F)ncc1Cl
41: COc1ccc(C2Nc3ccccc3-n3c(-c4ccccc4)c4c(=O)n(C)c(=O)n(C)c4c32)cc1 (configuration not stated)
42: CCC(C)n1c(SCc2c(F)cccc2Cl)nc2ccsc2c1=O (configuration not stated)
39: O=C(Cn1c(=O)oc2cc(S(=O)(=O)N3CCCC3)ccc21)NCc1ccc(F)cc1
38: COc1ccccc1NC(=O)C1=C(C)Nc2nc(SCc3ccccc3)nn2C1c1cccc(O)c1 (configuration not stated)
37: COc1cccc(-c2nc(SCc3cc(=O)c4cc(Cl)ccc4[nH]3)n[nH]2)c1

screen / no. | 40 | 41 | 42 | 39 | 38 | 37
PTAP-TSG101 blk | -5% | 0% | 1% | 5% | 2% | 1%
NTMT1 inh | 8% | . | 0% | -8% | 2% | 7%
p53null 32C tox | ? | 8% | -1% | -7% | 20% | 6%
FH mod | -3% | . | -16% | 4% | ? | -9%
B2AR arrestin ag | -2% | -3% | -2% | -2% | -1% | 1%
p53null 39C tox | ? | 24% | -9% | -8% | -12% | 3%
GALK inhibitor | 3% | 0% | 3% | 0% | 2% | -1%

Additional structures follow.
43: COc1ccc(OC)c(CNc2ncnc3onc(-c4ccc(Cl)cc4)c23)c1
44: O=C(Nc1ccc(Cl)cc1Cl)c1cc(S(=O)(=O)NCc2ccc3c(c2)OCO3)ccc1F
45: Cc1sc2c(c1C)c(=O)n(-c1cccc(C(F)(F)F)c1)c(=O)n2Cc1ccc(F)cc1
46: CSc1ccc(CCNC(=O)CCn2c(=O)c3cccn3c3ccc(F)cc32)cc1
47: Cc1ccc(NC(=O)CCc2c(C)nc3nc(C)nn3c2C)c(Cl)c1
48: Cc1ccccc1Cn1ccn(-c2ccc(F)c(F)c2)c(=O)c1=O

screen / no. | 43 | 44 | 45 | 46 | 47 | 48
PTAP-TSG101 blk | 0% | -1% | -4% | -3% | 0% | -2%
NTMT1 inh | 3% | -5% | 0% | 13% | 2% | 0%
p53null 32C tox | 8% | -6% | -6% | 5% | -7% | 3%
FH mod | -15% | -14% | -17% | 1% | 5% | -2%
B2AR arrestin ag | 0% | -1% | 1% | 0% | 0% | 4%
p53null 39C tox | 19% | 11% | -10% | 260%[activator] | -11% | -29%
GALK inhibitor | 9% | -1% | 1% | 0% | 5% | 2%
